Bioassay records: PubChem, Broad Institute
ARNT TACC3 PPI – ARNT/TACC3 interaction disruption; Q9Y6A5; AlphaScreen His-ARNT PAS-B/GST-TACC3 binding, luminescence; TACC3 fragment carries E629A point mutation; inhibition, % at 9.99 µM; 390,000 tested, 0.66% active;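 active = mean inhibition of replicates at least 50% and at least half of replicates each reaching 50%; inconclusive = half or more replicates reach 50% but mean below 50%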;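 also: 0% = complete ARNT plus TACC3 wells and 100% = ARNT alone without TACC3; many hits fall short of the cut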
LGR2 antag – blocks bursicon-induced cAMP signaling via Drosophila LGR2; inhibition, % at 9.99 µM; 380,000 tested, 0.35% active; HEK293 LGR2, CRE-luciferase, bursicon-stimulated, 4 h;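 active = drop in luminescence signal, shown as inhibition above about 50% in the replicate tests, limit read from the data, passing the limit was not always enough; inconclusive = probably only some replicates passing the limit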;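 also: agonist challenge used bursicon conditioned medium at about half maximal strength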
* hit, by the source's call; ? = inconclusive. This is a subset; rates above refer to the full screens.

SMILES	ARNT TACC3 PPI	LGR2 antag
O=C(c1cc2cc(Br)ccc2oc1=O)N1CCN(c2ccccn2)CC1	21	16
COCCn1c(=S)[nH]c2cc(C(=O)N3CCN(c4ccccc4OC)CC3)ccc2c1=O	2	-3
CCOC(=O)C(NC(C)=O)(Nc1ccc(S(=O)(=O)Nc2cc(C)on2)cc1)C(F)(F)F (stereo unspecified)	-10	2
O=C(CCCOc1ccc(Cl)cc1Cl)N1CCCc2ccccc21	0	-3
CSCC[C@@H](Nc1nc(-c2ccccc2)nc2c1oc1ccccc12)C(=O)O	11	16
C(=N\n1cnnc1)/c1ccc2c(c1)OCCO2	-2	4
CCCNc1nc(-c2ccccc2)c(C(=O)OCC)cc1C#N	-14	-8
COc1ccccc1OCc1ccc(C(=O)N2N=C(C(F)F)CC2(O)C(F)F)o1 (stereo unspecified)	5	-7
CN(C)S(=O)(=O)c1ccc(C(=O)NCc2cccs2)cc1	-2	-16
CC(C)CN(CC(C)C)C(=O)CC(=O)NC(=O)c1ccc(Cl)cc1	2	2
O=C(O)c1ccc(CSCc2c(F)cccc2Cl)o1	18	1
CCCCNC(=O)c1ccc2c(SCC(=O)O)c3c(nc2c1)CCCC3	3	-3
COC(=O)c1nc(NC(=O)c2ccc(Cl)cc2)n[nH]1	-3	3
Cc1ccc(-c2nn(-c3ccccc3)cc2CSC(=N)N)cc1	-25	7
COc1ccc(Cl)c(Cn2c(NCc3ccco3)nc3c2c(=O)n(C)c(=O)n3C)c1	5	23
O=C1NC(=Nc2ccccc2)S/C1=C\c1cccn1-c1ccccc1	8	-30
CCN(CC)S(=O)(=O)c1ccc(OC)nc1	-9	-4
CC1=C(OC(=O)c2ccc(Br)cc2)C(C)(C)C(c2ccccc2)OC1=O (stereo unspecified)	1	11
CC(=O)Nc1sc(C)c(C)c1C(=O)Nc1ccc(C)cc1	-6	6
c1ccc(-c2nc3ccccc3nc2-c2ccccn2)nc1	14	14
Cc1cccc(OCC(=O)O/N=C(\N)Cc2ccc(Cl)cc2)c1	-7	-5
COc1ccc(-c2c3c(=O)n(C)c(=O)n(C)c3cn2NC(C)=O)cc1	5	5
Cc1cccc(/C=N/c2sc3c(c2C(=O)OC(C)(C)C)CCN(C)C3)c1O	19	3
CCc1c(C)nc2ncnn2c1N1CCCC(C(=O)NCc2ccc3c(c2)OCO3)C1 (stereo unspecified)	-11	4
Brc1ccc(-c2cn3ccccc3n2)s1	0	?
CC(C)CCN(C(=O)Nc1ccccc1)C(C)c1cccs1 (stereo unspecified)	0	5
O=C(O)C1=C(C(=O)N2CCN(C(=O)c3ccco3)CC2)CCCC1	-4	0
Cc1cccc(CN2CCN(CC(=O)O)C2=O)c1	-6	-8
O=C1CN(C(=O)c2ccco2)C(c2ccccc2)c2cc(Cl)ccc2N1 (stereo unspecified)	-1	8
Cn1c(=O)c2c(SCc3cccc(C(F)(F)F)c3)nc(-c3ccco3)nc2n(C)c1=O	4	-15
CCCCc1nnc(NC(=O)C2CCCO2)s1 (stereo unspecified)	-8	-23
COc1ccc(CCNC(=O)c2cc(C(=O)c3cc(C)ccc3O)cn(CCc3ccc(OC)cc3)c2=O)cc1	-9	-3
CCC(C)(C)n1nnnc1C(c1ccc(Cl)cc1)N1CCN(C)CC1 (stereo unspecified)	2	9
Cc1noc(/C=C/N(C)C)c1S(=O)(=O)N1CCCC(C(=O)NC(C)c2ccccc2)C1 (stereo unspecified)	4	6
CC/C(=N/Nc1ccc(Cl)cc1)c1cnnc(SC)n1	-2	2
Cc1ccc(C(C)C)cc1OCCCCN1CCCC1	1	-14
Oc1ccc2ccccc2c1/C=N/Nc1ccccc1	-17	6
CCOc1ccccc1-n1nnnc1SCC(=O)Nc1cc(C)on1	1	7
C=CCc1ccc(OCC(O)CN2CCCCC2C)c(OC)c1 (stereo unspecified)	8	-11
Cc1nn(Cc2ccc(F)cc2)c(C)c1NC(=O)c1cnn2c1NC(c1cccs1)CC2C(F)(F)F (stereo unspecified)	-8	1

Part of the list above, set out differently.
ARNT TACC3 PPI | LGR2 antag | canonical_smiles
1 | -14 | Cc1ccc(C(C)C)cc1OCCCCN1CCCC1
0 | ? | Brc1ccc(-c2cn3ccccc3n2)s1

Remaining list, next part.
SMILES	ARNT TACC3 PPI	LGR2 antag
O=C(NC1(C(F)(F)F)NC(=O)N(Cc2ccco2)C1=O)c1cccnc1 (stereo unspecified)	-27	-6
COc1ccc(OC)c(NC(=O)CSc2nnc(C)n2Cc2ccccc2)c1	17	-1
COc1ccc(CC2(C)OC(c3ccccc3)=NN2C(C)=O)cc1 (stereo unspecified)	-2	-14
COc1cc(OC)c2c(c1)C(=O)OC2	1	-3
Cc1ccc(-c2nnc3ccc(SCC(=O)Nc4cc(C)on4)nn23)cc1	2	9
C/C(N)=C(/C#N)C(=O)COC(=O)CC1CCCC1	0	-11
COc1cc(Cl)c(C)cc1NC(=O)CSC	-3	2
COC(=O)c1ccc(NC(=O)C2C3CCC(C3)C2C(=O)O)cc1 (stereo unspecified)	-1	-9
CCOC(=O)C1CCCN(C/C(O)=C(\C#N)c2nc(-c3ccccc3)cs2)C1 (stereo unspecified)	3	18
Cc1cc(C)n(-c2nc3ccccc3nc2N2CCN(C(=O)c3ccccc3)CC2)n1	-12	22
CCOc1nc(N2CCCCC2)nc(-n2cc(-c3ccccc3)nn2)n1	-13	-17
COC(=O)C1=C(C)OC(N)=C(C#N)C1c1cc(OC)ccc1OC (stereo unspecified)	-3	2
CC(=O)Nc1ccc(Cl)cc1C(=O)O	2	4
O=C(Nc1ccccc1C(=O)N1CCOCC1)C1CCC(=O)N1C1CCCC1 (stereo unspecified)	-21	1
CC(C)CCNc1nc(-c2ccco2)c2c(c1C#N)CCCC2	-16	2
O=C(CSc1nn(-c2ccc(F)cc2)c(=S)s1)NC(=O)NCc1ccco1	6	14
Clc1ccc2nc(N3CCCCC3)[nH]c2c1	-5	-10
O/N=C(\COc1ccccc1O)c1ccccc1	1	0
Cc1cccn2cc(CNC(=O)c3ccco3)nc12	0	25
CCCCNC(=O)Nc1c(C(=O)OC)[nH]c2ccc(C)cc12	2	30
N#Cc1c(NC(=O)CSc2ncnc3sccc23)oc(-c2ccco2)c1-c1ccco1	-3	-4
COc1ccc(-c2nc(S(=O)(=O)c3ccc(C)cc3)c(N3CCCC3)o2)cc1	-8	-11
NC(=O)CSc1nc(-c2ccccc2)c(-c2ccccc2)o1	-7	-13
O=C(CSc1nc2ccccc2[nH]1)c1ccc(Cl)s1	2	-26
CCOc1ccc(N2CC(C(=O)OC)CC2=O)cc1 (stereo unspecified)	0	26
Cc1cc(=O)oc2cc(OCC3CC(c4ccccc4Cl)=NO3)ccc12 (stereo unspecified)	-3	-45
Cc1c(C#N)c(N=CN(C)C)c(C(=O)c2ccccc2)n1-c1ccccc1	-16	7
S=C(NCc1cccs1)Nc1cccc(Cl)c1Cl	-6	-13
O=C(NNC(=O)c1sc2cccc(Cl)c2c1Cl)Nc1ccccc1	1	6
O=C(CCc1ccccc1)NNC(=O)COc1ccccc1	6	17
Cc1ccc(N2C(=O)C3C4C=CC(C4)C3C2=O)cc1C (stereo unspecified)	-4	-8
O=C(Cc1ccc2c(c1)CCCC2)Nc1ccc2ccccc2c1	-6	-56
Cc1ccc(OCC(=O)Nc2ccc(N3CCCC3)cc2)cc1C	-6	10
CCCN1C2=NCCN2c2cc(C)c(C)cc21	-5	17
Cc1ccc2c(CNCc3ccco3)cc(=O)oc2c1	-17	-13
CC(=O)c1cccc(NC(=O)c2ccc(S(=O)(=O)N3CCCCC3)cc2)c1	21	9
CC(=O)c1cn(CC(=O)Nc2c(C)cccc2C)c2ccccc12	-1	-1
COc1cc(NC(=O)COC(=O)/C=C/c2c(C)nn(C3CCS(=O)(=O)C3)c2Cl)cc(OC)c1OC (stereo unspecified)	-2	-15
Cc1ccc(-c2nnc(SCc3ccccc3F)o2)cc1	-5	-13
O=C(Oc1cccnc1)c1cc2ccccc2oc1=O	-28	2

Reformatted: entries from further up
Results follow in this order: ARNT TACC3 PPI, LGR2 antag
O=C(NNC(=O)c1sc2cccc(Cl)c2c1Cl)Nc1ccccc1
 : 1, 6
O=C(CCc1ccccc1)NNC(=O)COc1ccccc1
 : 6, 17

One compound at a time, from the list above. Values in the order: ARNT TACC3 PPI, LGR2 antag
`CC(=O)c1cn(CC(=O)Nc2c(C)cccc2C)c2ccccc12` across the screens: -1, -1
`CCCN1C2=NCCN2c2cc(C)c(C)cc21` across the screens: -5, 17

New compounds follow:
SMILES	ARNT TACC3 PPI	LGR2 antag
CSc1nc2ccc(S(=O)(=O)Nc3c(C)n(C)n(-c4ccccc4)c3=O)cc2s1	-8	-4
Cc1nc(N2C(=O)C(=O)/C(=C(/O)c3ccccc3)C2c2ccco2)sc1C (stereo unspecified)	8	-8
COCCn1c(SCC(=O)c2ccccc2)nc2c(c1=O)SC(C)C2 (stereo unspecified)	5	4
CC(=O)Nc1nc(SCCCc2ccccc2)n[nH]1	-19	-5
C=CCNC(=O)c1cccc(C(F)(F)F)c1	-6	-5
c1ccc2c(c1)ncc1cccn12	1	10
CCNC(=S)N/N=C/c1ccc(-c2ccccc2)o1	13	-21
CCOc1ccc(-c2nc(=S)[nH][nH]2)cc1	-1	-16
N#Cc1nc(Cc2ccccc2)oc1N1CCC(C(N)=O)CC1	3	1
Cc1ccc(Cn2nnc3c(=O)[nH]c(C4CCCN(C(=O)Nc5ccc(F)cc5)C4)nc32)cc1 (stereo unspecified)	-2	5
O=C(NCCOCc1ccc(Cl)cc1)c1ncn[nH]1	35	8
CC(C)C12CN3CCN(CC(C3)/C1=N\NC(=O)Nc1ccccc1)C2	6	9
CCOC(=O)/C=C1\SCC(=O)N1CC(=O)Nc1ccc(OC)c(OC)c1	4	1
O=C(CSCc1ccc(F)cc1)N1CCN(c2ccc(F)cc2)CC1	1	6
Cc1cc(OCCN2CCOCC2)ccc1[N+](=O)[O-]	-1	-13
CCCCc1ccc(NC(=O)OC)cc1	-9	-14
CC1(C)Cc2ccccc2C(=NCCCC(=O)O)N1	-3	-12
CCOC(=O)c1ccc2c(c1)nc(SCC(=O)c1ccco1)n2CC	41	-55
CSc1nnnn1-c1ccc(C(=O)O)cc1	0	28
Cc1cc(Nc2nc(Cl)c(Cl)cc2Cl)n(-c2ccccc2)n1	-3	6
CCOC(=O)C1Cc2ccccc2CN1 (stereo unspecified)	2	-21
O=C(COC(=O)c1cc2ccccc2o1)c1ccccc1	-5	-8
COCCn1nnnc1C(C(C)C)N1CCC(Cc2ccccc2)CC1 (stereo unspecified)	-1	-4
CCCn1c(SCC(=O)Nc2cc(C)on2)nc2c1c(=O)n(C)c(=O)n2C	-2	4
O=C(O)CCc1ccc(-c2ccc(Cl)cc2)n1Cc1ccco1	-1	-14
Cc1ccc(C(=O)CSc2nnc(-c3ccco3)o2)o1	-13	-1
CCc1ccccc1NC(=O)c1cnccn1	3	-19
Cc1ccc(CSc2nnc(CC(=O)Nc3ccc(C)cc3)n2C)cc1	-10	-35
Cc1nc(S/C(=C\c2ccc(OCc3ccccc3Cl)cc2)C(=O)O)n[nH]1	-5	-5
CC(C)(C)NC(=O)Cn1c(SCC(=O)N2CCCCCC2)nc2ccccc21	-2	4
COC(=O)c1ccccc1NC(=O)NCc1ccco1	14	-10
CC1CC(=O)c2cn3c(nc2C1)nc1ccccc13 (stereo unspecified)	22	-3
CCn1c(C)nc2cc(S(=O)(=O)C(F)F)ccc21	-12	-1
O=C(Nc1ccc(Cl)c(C(F)(F)F)c1)NC1CC2CCCC(C1)N2C1CC1 (stereo unspecified)	2	-21
COc1ccc(NCCC#N)cc1	5	-13
O=C(N/N=C/c1cccs1)c1ccccn1	19	-18
O=C(Nc1c(-c2ccccc2)nc2ccccn12)c1cccs1	0	16
O=C(CSc1ncccc1C(=O)O)NCCC1=CCCCC1	3	-17
Cc1nn(C(C)C(=O)NNC(=S)Nc2ccc(F)cc2)c(C)c1[N+](=O)[O-] (stereo unspecified)	-1	16
Cc1nnc2c(Oc3ccccc3)nc3ccccc3n12	-2	6
COc1ccccc1C1=Nn2c(nnc2C2CCCCC2)SC1	6	-26

6 consecutive records already listed:
SMILES	ARNT TACC3 PPI	LGR2 antag
CCOC(=O)C1Cc2ccccc2CN1 (stereo unspecified)	2	-21
O=C(COC(=O)c1cc2ccccc2o1)c1ccccc1	-5	-8
COCCn1nnnc1C(C(C)C)N1CCC(Cc2ccccc2)CC1 (stereo unspecified)	-1	-4
CCCn1c(SCC(=O)Nc2cc(C)on2)nc2c1c(=O)n(C)c(=O)n2C	-2	4
O=C(O)CCc1ccc(-c2ccc(Cl)cc2)n1Cc1ccco1	-1	-14
Cc1ccc(C(=O)CSc2nnc(-c3ccco3)o2)o1	-13	-1
